NF-kB expr up: NF-kB expression increase, human neuronal cells | fold change at 12.5 µM | AID 1239 | hit rate 1.6% among 190,000 | NF-kB reporter expression; active compounds read high; in the data active = fold change above about 3.3
STAT3 act: increases IL-6 driven STAT3 reporter signal. U3A cells, IL-6 STAT3-luciferase reporter, luminescence; 100% = signal with IL-6 EC80 alone. activation (% of control), % at 5.6 µM. hit rate 0.91% among 190,000. AID 871;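 active = activation above the screen-wide mean of compound activation plus 3 SD, cut at about 130% in these data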;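 also: 0% = background luminescence of wells with medium and substrate only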
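Test system: Human STAT1-deficient U3A cells with stable STAT3-luciferase reporter | Also added: Interleukin-6, 33 ng/mL | Timing: Compound pre-incubation 1 h before IL-6, then 6 h stimulation at 37 °C | Technique: Luciferase reporter luminescence | Read-out: Percent of IL-6-only median luminescence | Benchmarks: IL-6-only wells as 100% reference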
DTT redox prof: compounds producing H2O2 with reducing agent – biochemical, NIH compound library profiling, artefact control for MLSCN library redox annotation, primary screen. DTT-dependent redox cycling H2O2, phenol red/HRP absorbance; 100% = 100 µM peroxide control, 0% = buffer. activation, % at 10 µM. hit rate 0.03% among 200,000. AID 878;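 active = activation of at least 50% relative to the plate's high and low controls in the primary single-dose screen; inactive = activation below 50%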;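 also: compound incubated with DTT at 0.8 mM final as the reducing agent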
Hsp70 act: Hsp70 transcriptional activation, primary screen; HeLa Hsp70 promoter luciferase reporter, luminescence; scaled: vehicle 0, proteasome-inhibitor control 100%; activation, % at 10 µM; hit rate 0.04% among 200,000;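 active = activation above the mean across all tested compounds plus 3 SD, cutoff set per campaign, cut at about 5.5% in these data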;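 also: 100% = MG132 at 30 µM as the positive control and 0% = DMSO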
STAT1 activator: activators of IFN-gamma induced STAT1 signaling; NIH 3T3 STAT1-luciferase reporter, luminescence; 100% = IFN-gamma alone, no compound; activation (% of control), % at 5.5 µM; hit rate 2.6% among 200,000; AID 932;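 active = activation above the screen-wide mean activation plus 3 SD, cut at about 130% in these data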;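 also: raw ratio to IFN-gamma control signal so 100% means no change and 0% no light; values of inactives mirror those of a sister screen read the other way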
STAT3 blocker: STAT3 signaling inhibition; U3A cells, IL-6 STAT3-luciferase reporter, luminescence; host cell line lacks STAT1; hit rate 0.89% among 190,000; inhibition, % at 5.5 µM; AID 862;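 active = inhibition above the mean inhibition across all screened compounds plus 3 SD, cut at about 44% in these data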;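 also: 0% = DMSO only wells and 100% = 100 µM nifuroxazide control wells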
APP 5'UTR act: APP 5'UTR luciferase reporter activation | activation, % at 2 µM | SH-SY5Y APP 5'UTR luciferase reporter, luminescence; zero percent = DMSO vehicle wells | hit rate 1% among 190,000;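 active = activation above a set limit, based on mean plus 3 SD of controls, cut at about 140% in these data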; also: values of inactives mirror those of a sister screen read the other way
TLR4 MyD88 comp: TLR4-MyD88 interaction inhibition in cells; hit rate 0.18% among 200,000; HeLa CL3-4 TLR4/MyD88 BLA complementation, FRET ratio; inhibition, % at 8.4 µM; AID 861; in the data active = inhibition above about 25%;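 also: 0% = vehicle and 100% = reference inhibitor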
Target sequence (O00206 whole entry, looked up): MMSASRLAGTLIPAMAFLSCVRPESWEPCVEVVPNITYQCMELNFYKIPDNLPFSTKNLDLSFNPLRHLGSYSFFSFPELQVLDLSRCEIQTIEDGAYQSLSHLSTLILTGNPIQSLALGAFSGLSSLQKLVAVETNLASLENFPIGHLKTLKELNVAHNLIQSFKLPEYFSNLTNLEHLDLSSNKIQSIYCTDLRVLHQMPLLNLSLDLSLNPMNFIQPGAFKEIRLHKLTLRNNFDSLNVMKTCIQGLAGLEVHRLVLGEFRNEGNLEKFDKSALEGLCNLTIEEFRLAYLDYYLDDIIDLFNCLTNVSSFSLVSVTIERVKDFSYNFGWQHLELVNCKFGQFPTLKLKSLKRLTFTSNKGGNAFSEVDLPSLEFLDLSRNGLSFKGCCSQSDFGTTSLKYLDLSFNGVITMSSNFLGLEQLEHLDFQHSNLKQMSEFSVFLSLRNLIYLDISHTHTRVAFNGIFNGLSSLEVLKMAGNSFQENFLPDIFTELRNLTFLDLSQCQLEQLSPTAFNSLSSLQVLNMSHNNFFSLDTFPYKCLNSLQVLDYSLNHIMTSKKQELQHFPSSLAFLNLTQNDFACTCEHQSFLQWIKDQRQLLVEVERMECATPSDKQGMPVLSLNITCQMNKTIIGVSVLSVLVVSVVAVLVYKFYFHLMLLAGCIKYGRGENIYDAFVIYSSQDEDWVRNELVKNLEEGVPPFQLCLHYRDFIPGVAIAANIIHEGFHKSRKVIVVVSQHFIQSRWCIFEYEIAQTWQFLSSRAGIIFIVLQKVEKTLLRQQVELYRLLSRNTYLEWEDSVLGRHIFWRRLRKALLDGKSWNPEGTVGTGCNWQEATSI
Target sequence (Q99836 whole entry, looked up): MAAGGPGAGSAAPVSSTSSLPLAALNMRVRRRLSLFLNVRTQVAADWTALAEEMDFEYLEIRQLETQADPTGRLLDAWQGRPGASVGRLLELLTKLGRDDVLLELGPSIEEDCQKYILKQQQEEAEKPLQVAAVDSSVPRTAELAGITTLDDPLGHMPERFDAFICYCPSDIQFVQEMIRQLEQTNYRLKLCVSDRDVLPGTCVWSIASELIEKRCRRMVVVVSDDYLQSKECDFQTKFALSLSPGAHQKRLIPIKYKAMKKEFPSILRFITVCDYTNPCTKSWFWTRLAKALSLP
STAT1 inh: STAT1 signaling inhibition | NIH 3T3 STAT1-luciferase reporter, IFN-gamma, luminescence | inhibition, % at 5.5 µM | hit rate 0.35% among 200,000 | AID 920;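 active = inhibition above a set limit, the mean inhibition across all tested compounds plus 3 SD, cut at about 34% in these data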;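 also: 0% = IFN-gamma with DMSO and 100% = IFN-gamma with 300 µM nifuroxazide; values of inactives mirror those of a sister screen read the other way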
Efa HMGR inh: inhibitors of class II HMG-CoA reductase from Enterococcus faecalis; AID 1066; purified E. faecalis HMGR, NADPH absorbance 340 nm kinetic; inhibition, % at 10 µM; hit rate 0.41% among 190,000;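 active = inhibition above a set limit, the median over all tested compounds plus 3 SD, cut at about 9.5% in these data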;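 also: enzyme runs in reverse so mevalonate oxidation gives rising NADPH absorbance; 0% = complete reaction with DMSO and 100% = background rate lacking mevalonate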
* marks the source's active call; other numbers are inactive results; / = not tested or not shown.

SMILES	NF-kB expr up	STAT3 act	DTT redox prof	Hsp70 act	STAT1 activator	STAT3 blocker	APP 5'UTR act	TLR4 MyD88 comp	STAT1 inh	Efa HMGR inh
CC1CCCC(C)N1C(=O)CSc1nnnn1Cc1ccccc1 (configuration not stated)	0.98	107	1.1	0.1	105	-5	11	-10	-6	0
O=C(NCC1CCCO1)c1ccc(N2CCCCC2)nc1 (configuration not stated)	1.5	108	-1.1	0.3	107	-4	34	-5	-8	0
O=C(NCCNC(=O)c1cc(OCC(F)(F)F)ccc1OCC(F)(F)F)Nc1ccccc1	1.2	101	-6.1	0.0	95	0	2	10	5	-4
Cc1ccc(S(=O)(=O)N(CC(=O)N/N=C/c2cccc(C)c2)c2cccc3cccnc23)cc1	1.1	108	-1.5	-0.2	100	-3	-6	2	0	-4
CCOc1nc(C)ccc1-c1noc(-c2ccccc2OC)n1	1.1	90	0.7	-0.2	99	19	2	-11	1	-3
CCc1ccc(CNC(=O)C(=O)NCC2CCCO2)cc1 (configuration not stated)	1.6	96	-0.6	-0.1	96	7	14	-11	3	-1
O=C(COc1ccccc1)N1CCNC1=O	1.1	100	2.7	-0.2	101	9	-6	-1	-1	-7
COc1cc(/C=C2/SC(=O)N(Cc3ccccc3)C2=O)ccc1OCc1ccncc1	1.1	84	0.4	0.1	106	17	-8	3	-7	3
CCCC1=NCCn2cccc21	1.2	107	-3.0	0.3	101	-4	6	2	-1	0
O=c1c(-c2ccc(Br)cc2)[n+]([O-])c2ccccc2n1OCc1ccccn1	1	79	-0.2	0.3	99	29	10	-8	-2	-1
COc1ccccc1CN(Cc1nc2ccccc2c(=O)[nH]1)S(=O)(=O)c1ccc2ccccc2c1	0.46	99	-0.3	-0.3	87	5	-6	-7	7	0
COc1ccc(Cc2nnc(NC(=O)CSc3ccc(C)cc3)s2)cc1	1.1	95	0.1	-0.1	100	4	0	-13	0	-2
CCOc1cc2[nH]c(=O)n(CCCCC(=O)NC3CCCCCC3)c(=O)c2cc1OCC	1	111	0.0	-0.1	108	-8	-1	1	-8	-9
O=C(O)C1Cc2ccccc2CN1S(=O)(=O)c1ccc(Cl)cc1 (configuration not stated)	1.1	95	-0.3	0.0	97	8	5	-2	3	0
C=CCSC1=C(C#N)C(c2ccc(C(C)C)cc2)CC(=O)N1 (configuration not stated)	1.1	100	0.0	-0.2	94	9	0	-6	6	-2
CCOc1c2ccc(C(=O)NCc3ccc(OC(F)(F)F)cc3)cc2nn1C	1	101	-5.5	-0.1	99	6	9	-14	1	1
Cc1cc(Cl)ccc1OCC(=O)Nc1ccccc1CO	1.7	95	-2.4	0.0	120	10	7	-7	-21	3
CCCCOCCCNC(=O)COc1ccccc1	1.1	106	0.0	-0.2	99	-3	-4	3	1	1
CCCCCCn1c(CN2CCCCC2)nc2c1c(=O)n(C)c(=O)n2C	/	109	0.1	-0.4	94	-8	0	4	10	/
CCOC(=O)c1nn(-c2ccc(C)cc2)cc1C(=O)c1ccccc1	6.6*	93	0.0	0.0	144*	6	145*	-7	-48	-6

Quoted from the listing.
DTT redox prof result of Cc1ccc(S(=O)(=O)N(CC(=O)N/N=C/c2cccc(C)c2)c2cccc3cccnc23)cc1 reads -1.5
STAT3 blocker result of Cc1cc(Cl)ccc1OCC(=O)Nc1ccccc1CO reads 10
STAT3 blocker result of CCCC1=NCCn2cccc21 reads -4
STAT1 inh result of CC1CCCC(C)N1C(=O)CSc1nnnn1Cc1ccccc1 (configuration not stated) reads -6

(continued)
SMILES	NF-kB expr up	STAT3 act	DTT redox prof	Hsp70 act	STAT1 activator	STAT3 blocker	APP 5'UTR act	TLR4 MyD88 comp	STAT1 inh	Efa HMGR inh
CCn1c(CSc2n[nH]c(N)n2)nc2cc(C(=O)O)ccc21	0.99	99	0.0	1.6	98	3	22	-18	0	-2
CC(C)C(OC(=O)C1=Cc2ccccc2OC1)C(=O)NC1CCCC1 (configuration not stated)	0.95	101	-0.5	-0.4	98	-1	7	17	2	-7
COC(=O)c1[nH]c(C)c(/C(O)=C2\C(=O)C(=O)N(CCN(C)C)C2c2cc(OC)ccc2OC)c1C (configuration not stated)	1	103	2.0	-0.2	105	0	-8	6	-5	-7
CCOc1ccc(NS(=O)(=O)c2ccc(N)cc2)cc1	0.97	102	2.7	-0.2	115	-1	6	-5	-16	-6
COc1cc2[nH]c3c(N4CCN(c5ccc(Cl)cc5)CC4)ncnc3c2cc1OC	0.45	83	0.0	0.3	93	25	-10	-7	8	-3
COCc1cc(C)nc2sc3c(=O)n(-c4cccc5ccccc45)nnc3c12	1.3	93	-0.8	0.2	102	14	-6	-13	-2	1
CCCCCOC(=O)c1[nH]c2c(c1C)C(=O)CC(c1ccco1)C2 (configuration not stated)	5.2*	121	-0.2	0.0	102	-25	-95	11	-2	-6
COc1ccc(/C=C/C(=O)c2ccccn2)cc1	2.3	94	-0.7	-0.1	127	9	91	7	-30	-6
CN(c1ccccc1)S(=O)(=O)c1ccc(C(=O)Nc2nnc(C3CC3)o2)cc1	0.78	98	-0.2	-0.2	105	3	6	6	-4	-12
CCOC(=O)CSc1nc2ccc(C)cc2[nH]1	1.3	100	-0.2	0.0	111	0	9	-3	-12	1
CS(=O)(=O)N(CC(=O)N1CCC(C(N)=O)CC1)c1cc(C(F)(F)F)ccc1Cl	1.1	99	-0.1	-0.3	100	5	-12	7	-1	-1
NCC(O)(c1ccc(Cl)cc1)c1ccc(Cl)cc1	1.7	111	-1.1	-0.1	102	-12	-14	1	-3	-3
CC(=O)c1cc(F)c(N2CCN(C(=O)COc3ccc(F)cc3)CC2)cc1C	0.53	70	1.3	-0.9	86	39	-6	-7	15	-3
COC(=O)CSC(C)C(=O)Nc1nnc(C(C)C)s1 (configuration not stated)	0.99	98	-2.4	0.7	96	4	20	-8	3	-3
O=C1CC(N2CCN(c3cccc(C(F)(F)F)c3)CC2)C(=O)N1c1ccccc1F (configuration not stated)	1.1	105	-1.0	0.3	97	-1	6	-5	3	-1
N#CC1=C(N)Oc2[nH]c(=S)[nH]c(=O)c2C12C(=O)Nc1ccccc12 (configuration not stated)	1.1	112	-1.5	0.1	104	-11	6	-4	-6	-7
O=C(COC(=O)CNC(=O)C12CC3CC(CC(C3)C1)C2)Nc1ccccc1	1.4	93	-0.1	-0.2	99	14	5	2	1	-7
Cc1cc([N+](=O)[O-])nn1CC(=O)N1CCc2ccccc2C1	1.4	106	0.5	-0.2	101	-8	-13	3	-1	-1
Cc1cc(C)n(C(=O)CNC(=O)C(c2ccccc2)c2ccccc2)n1	1.2	103	0.5	0.0	89	-2	7	4	9	-1
COCCn1nnnc1C(C(C)C)N(Cc1ccccc1)Cc1cc2cc(OC)ccc2[nH]c1=O (configuration not stated)	0.86	106	0.6	-0.2	109	0	6	-3	-10	0
Cc1c(NC(=O)C2C3C=CC(C3)C2C(=O)O)c(=O)n(-c2ccccc2)n1C (configuration not stated)	1.1	101	-0.3	0.1	104	-1	12	3	-4	-2
COc1ccccc1NC(=O)c1ccc(NS(=O)(=O)c2ccc(F)c(F)c2F)cc1	1.1	92	0.3	-0.3	101	7	4	-17	-1	-1
CC(NC(=O)CSC1=NCCS1)c1ccccc1 (configuration not stated)	1.3	97	0.8	-0.4	97	-1	3	4	4	-10
CC(C)c1onc(C(=O)NCc2ccc(F)cc2)c1[N+](=O)[O-]	1.1	99	-1.3	0.1	100	-2	-11	-11	0	-2
CCCCC(CCCC)=N/N=C/c1c(O)n(CC)c2cc(C3=NNC(=O)CC3)ccc12	0.62	100	0.7	-0.1	99	1	7	2	2	1
O=C(C1CC(c2ccc(F)cc2)=NO1)N1CCN(Cc2ccccc2)CC1 (configuration not stated)	1.1	102	-0.7	-0.3	104	2	14	14	-4	-6
CCOc1ccc(N/C=C/C(=O)c2ccc(C)cc2)c([N+](=O)[O-])c1	1.6	77	4.3	0.0	106	33	18	-7	-11	-6
Cc1cccc(NC(=O)C2c3ccccc3Oc3ccccc32)n1	1.3	103	-1.0	-0.1	104	-2	1	9	-6	-3
CCOc1ccc(C2OC34CCCCC3C(C#N)(C#N)C2(C#N)C(=N)O4)cc1OC (configuration not stated)	0.98	108	0.3	0.2	99	-9	-3	-7	1	3
Cc1c(NC(=O)CC(=O)Nc2c(C)n(C)n(-c3ccccc3)c2=O)c(=O)n(-c2ccccc2)n1C	1.1	103	1.1	0.0	103	2	-3	2	-3	-1

Some of these compounds in order of their number in STAT3 act, high to low.
molecule	STAT3 act
Cc1cccc(NC(=O)C2c3ccccc3Oc3ccccc32)n1	103
CC(C)c1onc(C(=O)NCc2ccc(F)cc2)c1[N+](=O)[O-]	99
COc1ccccc1NC(=O)c1ccc(NS(=O)(=O)c2ccc(F)c(F)c2F)cc1	92

Further results follow.
SMILES	NF-kB expr up	STAT3 act	DTT redox prof	Hsp70 act	STAT1 activator	STAT3 blocker	APP 5'UTR act	TLR4 MyD88 comp	STAT1 inh	Efa HMGR inh
COc1ccc(C)cc1S(=O)(=O)N(C)CC(=O)Nc1ccc2c(c1)OCCO2	1.2	93	0.7	-0.1	95	12	24	-9	6	7
O=C(CCCNC(=O)/C(=C/c1ccc(Br)cc1)NC(=O)c1ccccc1)OCc1ccccc1	0.95	101	1.3	0.0	93	-3	8	-4	7	2
CCCC(=O)Nc1cccc(NC(=S)NC(=O)C(C)Oc2ccc(Cl)cc2Cl)c1 (configuration not stated)	1.2	104	-0.1	-0.1	102	-6	0	3	-2	-6
Cc1ccc(-c2[nH]ncc2/C=N/n2c(COc3ccccc3)nc3ccccc3c2=O)cc1	0.39	104	0.6	-0.3	104	-10	6	-6	-5	3
Cc1ccc(CCNC(=O)C2CCCN2S(=O)(=O)c2ccc3c(c2)CCC(=O)N3)cc1 (configuration not stated)	1.1	101	0.0	0.6	89	4	8	-10	12	-7
Cn1nnnc1SCC(=O)Nc1ccc(Cl)cc1Cl	/	99	-0.7	-0.3	106	9	9	5	-7	/
COc1ccc(CNC(=O)C2CC=CCC2C(=O)O)cc1OC (configuration not stated)	1.2	107	0.4	-0.1	98	-5	-16	11	-4	0
Cc1ccc(CNCc2cc3c(C(C)(C)C)nn(-c4ccccc4)c3[nH]c2=O)cc1	0.95	108	0.3	0.0	97	-9	-22	-12	3	-6
CCOC(=O)N1CCC(NC(=O)c2ccc3c(c2)N(Cc2ccccc2)CCS3)CC1	0.87	100	-0.8	-0.2	93	8	-5	-5	8	3
O=C(Nc1ccccc1N1CCOCC1)c1cc(F)cc(F)c1	1	101	-0.3	-0.3	99	0	11	-1	1	0
O=C(Nc1ccc(-c2csc(-c3ccccc3)n2)cc1)c1ccccc1	1	82	3.1	0.1	105	23	0	-7	-5	0
COC(=O)C1C2C=CC3(CN(CC4CCCO4)C(=O)C13)O2 (configuration not stated)	1	97	2.5	-0.2	97	7	-6	6	4	2
S=C(NCCN1CCOCC1)Nc1ccc(Cl)cc1	1.7	84	-0.3	-0.4	93	22	3	-2	8	-7
Cc1ccccc1N1CCN(Cc2c[nH]c3ccccc23)CC1	1.5	143*	-0.7	-0.2	95	-41	-15	11	6	-4
CSc1nc2ccccc2n1CC(=O)Nc1c(C)cccc1C	1	93	0.2	0.1	108	12	0	5	-3	4
